# GLS inhibitor – glutaminase GLS (human) inhibition; O94925; GLS enzymatic activity, qHTS titration; Potency, µM (titrated, usually from 45.5 µM), inactives show at the highest dose activity change, negative = inhibition, usual class: inhibitors; 410,000 tested, 0.21% active; AID 624170; further: potency means the concentration at half of the fitted maximal effect; on the % scale 0 is the no-effect control and ±100 the full control effect
# Target sequence (O94925 whole entry, looked up): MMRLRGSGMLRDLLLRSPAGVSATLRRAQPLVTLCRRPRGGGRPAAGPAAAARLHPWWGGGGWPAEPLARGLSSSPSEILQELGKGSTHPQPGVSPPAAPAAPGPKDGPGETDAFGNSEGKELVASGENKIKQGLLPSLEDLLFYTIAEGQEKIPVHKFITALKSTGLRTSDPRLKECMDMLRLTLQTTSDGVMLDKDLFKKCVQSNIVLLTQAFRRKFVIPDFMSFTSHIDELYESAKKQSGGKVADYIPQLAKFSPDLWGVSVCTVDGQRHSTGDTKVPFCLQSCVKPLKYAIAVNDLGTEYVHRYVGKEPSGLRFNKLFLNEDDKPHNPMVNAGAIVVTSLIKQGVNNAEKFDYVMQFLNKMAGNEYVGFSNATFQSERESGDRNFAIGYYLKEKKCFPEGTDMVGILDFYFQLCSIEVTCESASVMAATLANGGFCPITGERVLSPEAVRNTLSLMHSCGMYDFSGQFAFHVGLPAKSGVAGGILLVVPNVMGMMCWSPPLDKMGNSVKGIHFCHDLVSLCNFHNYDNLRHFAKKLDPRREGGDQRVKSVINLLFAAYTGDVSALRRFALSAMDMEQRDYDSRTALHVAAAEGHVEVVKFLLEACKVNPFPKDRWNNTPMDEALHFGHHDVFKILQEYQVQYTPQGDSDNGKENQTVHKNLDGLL
#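 Two-point fluorescence kinetic (t0, 30 min RT) for hKGA; glutamate detected via glutamate oxidase–HRP–Amplex Red. Substrate: 1 mM L-glutamine solution; buffer 45 mM KH2PO4, pH 8.2.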
# BAZ2B inh – inhibitors of human BAZ2B bromodomain; 360,000 tested, 4.4% active; Potency, µM (doses to about 114 µM), for the others: at the top dose activity change, negative = inhibition, most hits filed as inhibitors; Q9UIF8; AID 504333; AlphaScreen BAZ2B-H3K14Ac peptide displacement; further: potency means the concentration at half of the fitted maximal effect; on the % scale 0 is the no-effect control and ±100 the full control effect; nearly all actives have a fitted effect of over 60% in size
#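 Inhibition is scored as reduced AlphaScreen emission. The BAZ2B/b-H3(5-23)K14Ac complex (50 nM each) in PBS pH 7.4, 0.01% Tween-20 meets compound (up to 110 uM) for 30 min at RT before bead addition.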
# PI4K2A inh – PI4K2A (human) kinase inhibition; Q9BTU6; purified PI4K2A, ADP-Glo luminescence, 1 h; hits give low values; activity change, negative = inhibition, % at 76.9 µM; 420,000 tested, 0.13% active; in the data active means activity change below about -50%; inconclusive means mostly about -30% to -49%;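 further: -100% = wells without enzyme as full effect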
#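 PI4K2A activity was measured by ADP-Glo luminescence: enzyme (4 ug/mL stock) and phosphatidylinositol (1.2 mM stock) in Tris pH 7.5/MgCl2/EGTA/Triton X-100 buffer were reacted with ATP (300 microM stock) for one hour at ambient temperature.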
# HP1b chromo inh – HP1-beta chromodomain-methylated histone interaction inhibition | P83916 | AID 540317 | AlphaScreen HP1-beta / biotin-H3K9me3 peptide binding | Potency, µM (series often up to 114 µM), for inactives: at the highest dose activity change, negative = inhibition, hits mostly inhibitors | 390,000 tested, 0.56% active; further: potency means the concentration at half of the fitted maximal effect; nearly all actives have a fitted effect of over 70% in size; inactives centre near 23
# Target sequence (P83916 whole entry, looked up): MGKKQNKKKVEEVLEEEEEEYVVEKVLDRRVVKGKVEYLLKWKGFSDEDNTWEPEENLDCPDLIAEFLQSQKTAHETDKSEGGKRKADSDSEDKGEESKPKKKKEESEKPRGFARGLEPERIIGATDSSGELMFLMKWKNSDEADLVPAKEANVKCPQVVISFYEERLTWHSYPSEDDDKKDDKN
#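 AlphaScreen: HP1-beta (50 nM) preformed 30 min with biotin-H3(1-18)K9me3 peptide (50 nM) in PBS pH 7.4, 0.01% Tween-20. Compound added for 30 min at RT, then streptavidin donor/nickel chelate acceptor beads (10 ug/mL) for 30 min.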
# RGS4 inhibitor – human RGS4 inhibition | Transcreener GDP fluorescence polarization, RGS4-accelerated GTP hydrolysis | Potency, µM (highest dose often 114 µM), inactives show at the highest dose activity change, negative = inhibition, actives largely listed as inhibitors | 390,000 tested, 0.039% active | AID 504845; further: potency means the concentration at half of the fitted maximal effect; on the % scale 0 is the no-effect control and ±100 the full control effect; nearly all actives have a fitted effect of over 75% in size; some results filed as inactive show a strong effect at the top dose
# Target sequence (P49798 whole entry, looked up): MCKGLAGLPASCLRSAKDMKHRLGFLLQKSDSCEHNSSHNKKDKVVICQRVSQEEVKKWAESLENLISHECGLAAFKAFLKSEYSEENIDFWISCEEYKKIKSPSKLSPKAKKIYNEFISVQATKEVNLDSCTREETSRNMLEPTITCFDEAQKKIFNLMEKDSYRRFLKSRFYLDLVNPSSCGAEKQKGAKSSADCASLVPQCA
#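 MLSMR compounds (23 nl, pin-transferred) preincubated 10 min at room temperature with a 500nM (2x) first reagent, then RGS4 at 900nM (2x) plus Transcreener GDP mix added; fluorescence polarization (620/688 nm) read before and after 90 min at 30 °C.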
# JMJD2A Tudor – inhibitors of human JMJD2A Tudor domain; O75164; AlphaScreen JMJD2A-Tudor / H3K4me3 peptide binding; Potency, µM (highest dose often 114 µM), without a hit: top-dose activity change, negative = inhibition, usual class: inhibitors; 390,000 tested, 4.4% active; AID 504339; further: potency means the concentration at half of the fitted maximal effect; on the % scale 0 is the no-effect control and ±100 the full control effect; nearly all actives have a fitted effect of over 50% in size
# G9a inh – inhibitors of human histone lysine methyltransferase G9a; Q96KQ7; G9a H3K9 monomethylation, AlphaScreen, 2 h; 350,000 tested, 8.8% active; Potency, µM (titrated, usually from 102 µM), for inactives: at the highest dose activity, negative = inhibition, usual class: inhibitors; AID 504332; further: potency means the concentration at half of the fitted maximal effect; on the % scale 0 is the no-effect control and ±100 the full control effect; nearly all actives have a fitted effect of over 75% in size
#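 Signal arises when biotinylated H3K9 peptide, once monomethylated, bridges streptavidin donor and antibody-captured acceptor beads. Enzyme at 20 nM was preincubated 15 min with test compounds; peptide 500 nM and SAM 20 uM then reacted for 2 h.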
# ERG-DNA inh – ERG Ets/DNA interaction inhibition. fluorescence polarization, His-ERG Ets domain / labelled DNA. P11308. 370,000 tested, 0.028% active. Potency, µM (top dose mostly 76.9 µM), inactives show at the top dose FP activity, negative = inhibition, usual class: inhibitors; active means well fitted inhibition curve with a large enough effect in the polarisation, with a control signal flat; inconclusive means small, poorly fitted or top-dose-only effect, or effect the other way, or a change in a side signal; inactive means no such curve, though single readings can be large or run the other way; the % refers to the polarisation;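 further: polarization taken with two DNA probes labelled with fluorescein and Texas red; potency means the concentration at half of the fitted maximal effect; % of control where 0% means no effect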
#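 His-tagged ERG Ets domain (1 uM in the protein solution; 300mM KCl, 50mM Tris-HCl, 1mM EDTA, 1mM DTT, pH 7.5) received compound, then a probe mix of 5 nM fluorescein-DNA and 100nM Texas-615-DNA. Fluorescence polarization was read for both dyes.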
# ALOX12 inh – ALOX12 (human) lipoxygenase inhibition; 580,000 tested, 1.1% active; AID 1671190; Potency, µM (doses to about 108 µM), without a hit: at the highest dose activity change, negative = inhibition, most hits filed as inhibitors; P18054; purified 12hLO, xylenol orange hydroperoxide absorbance; further: potency means the concentration at half of the fitted maximal effect; on the % scale 0 is the no-effect control and ±100 the full control effect
#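 Hydroperoxide product was detected by ferrous iron/xylenol orange as the 573 to 405 nm absorbance ratio. Arachidonic acid at 40 uM (final) was turned over for 30 min at room temperature by 150 nM human 12hLO, pH 7.0 Hepes buffer, after 15 min compound preincubation.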
# Starred values were filed as active, the others as inactive; ? = inconclusive; nt = not tested or not shown; [ ] = another dose, or the depositor's remark. Unless noted, the call rests on the fitted dose curve; in most records, active means well fitted curve in the direction sought with a large enough effect; inconclusive means small, poorly fitted or top-dose-only effect, or another doubt; inactive means no such curve, though single readings can be large; an effect the other way counts as inactive or inconclusive.
cpd	GLS inhibitor	BAZ2B inh	PI4K2A inh	HP1b chromo inh	RGS4 inhibitor	JMJD2A Tudor	G9a inh	ERG-DNA inh	ALOX12 inh	Structure
1	0%	-10%	58	16%	-24%	-18%	?	-7%	-13%	Cn1c(N)c(C(=O)CSc2nc(N)cc(N)n2)c(=O)n(C)c1=O
2	-1%	7%	3	8%	10%	-19%	19%[59 µM]	20%	20%	COc1cc(/C=C/C(=O)Nc2nc3ccc(S(=O)(=O)N(C)C)cc3s2)cc(OC)c1OC
3	-4%	-9%	0	60%[activator]	-15%	1%	-1%	11%	0%	CC(=O)OCC(=O)[C@@]1(O)CC[C@H]2[C@@H]3CCC4=CC(=O)C=C[C@]4(C)[C@H]3C(=O)C[C@@]21C
4	-16%	?	3	13%	20%	-29%	4%[59 µM]	-6%	-26%	CCc1ccc(NC(=O)CSC2=Nc3ccccc3C3=NC(CC(=O)NCc4ccccc4)C(=O)N23)cc1 (stereo unspecified)
5	59%[activator]	?	6	-13%	-26%	-35%	45µM*	9%	34%[activator]	COc1ccc(N2CCN(C(=O)c3ccccc3N(C)S(=O)(=O)c3ccccc3)CC2)cc1
6	-6%	4%	-1	78%[activator]	-22%	18%	3%[59 µM]	5%	-30%	Cc1ccc(C(=O)c2oc3ccccc3c2NC(=O)Cc2coc3ccc(C)cc23)cc1
7	4%	11%	-4	23%	-43%	1%	-4%[2.33 µM]	nt	270%[activator]	C=CCOc1ccc(/C=C/C(=O)OCC(=O)NCc2cccc(OC)c2)cc1
8	6%	2%	0	18%	-4%	-12%	-6%	-4%	-2%	COc1ccc(Oc2nc(-c3ccncc3)nc3ccccc23)cc1
9	3%	1%	4	-3%	22%	-21%	?	61%[activator]	-1%	COC(=O)C1CCN(C(=O)COC(=O)C2CCN(S(=O)(=O)c3c(Cl)cccc3Cl)CC2)CC1
10	8%	11%	-9	17%	7%	?	-17%	6%	-1%	Cn1c(=O)c2c(nc(Sc3nc4ccccc4n3CC(=O)N3CCCCC3)n2C)n(C)c1=O
11	-1%	-23%	4	-6%	?	-12%	45µM*	0%	-10%	CCCC(=O)Nc1sc(C)c(C)c1C#N
12	-3%	nt	-6	19%	-6%	-13%	-24%[59 µM]	-5%	0%	CC1CN(c2nnnn2-c2ccccc2)CC(C)O1 (stereo unspecified)
13	1%	-3%	4	13%	12%	-19%	26%	-2%	17%	COc1ccc(OC)c(N(CC(=O)NCCSC2CCCCC2)S(=O)(=O)c2ccccc2)c1
14	3%	7%	-4	30%	-6%	-7%	17%[59 µM]	12%	12%	Nc1c(-c2ccccc2)c(CN2CCOCC2)nn1-c1ccc(C(=O)O)cc1
15	1%	-5%	0	25%	16%	-17%	-16%	13%	0%[57.4 µM]	C=C(C)Cn1c(C2CC(=O)N(Cc3ccccc3)C2)nc2ccccc21 (stereo unspecified)
16	-1%	-4%	8	16%	15%	-1%	-49%	-1%	18%	CC1CN(C(=O)/C=C/c2ccc3c(c2)OCO3)CC(C)O1 (stereo unspecified)
17	22%	11%	4	13%	22%	-8%	21%	1%	6%	COc1ccc2[nH]cc(C(=O)CN3CCN(C4CCCCC4)CC3)c2c1
18	3%	7%	0	25%	-29%	-16%	9%[12.7 µM]	nt	327%[activator]	Cc1cccc(NC(=O)CN(CC2CCCO2)C(=O)c2oc3ccc(F)cc3c2C)c1C (stereo unspecified)
19	2%	-1%	1	43%[activator]	1%	-5%	12%	9%	-13%	CC(C)NC(=O)NC(=O)CSc1nnc(-c2ccccc2F)n1N
20	5%	?	-3	14%	0%	-29%	13%[59 µM]	-1%	-24%	COc1ccc(C(=O)NCCn2cc(SCc3cc(C)ccc3C)c3ccccc32)cc1
21	-4%	-1%	-2	21%	-10%	-10%	3%[59 µM]	8%	-23%	CC(=O)c1cccc(NC(=O)c2ccc(Cl)c(S(=O)(=O)N3CCOCC3)c2)c1
22	0%	?	4	42%[activator]	-1%[11.4 µM]	-9%[11.4 µM]	?	-1%	-13%	OC1(c2cccnc2)CCN(Cc2nnnn2C2CCCCC2)CC1
23	5%	-19%	-1	11%	-19%	-19%	4%	-2%	4%	CN(C)c1nc(OCCNC(=O)Nc2ccccc2)nc(N2CCCCC2)n1
24	-7%	0%	-8	56%[activator]	-36%	-9%	1%[59 µM]	-1%	-25%	COc1ccc2cc(-c3cc(C(=O)OCC(=O)NC4CCS(=O)(=O)C4)c4ccccc4n3)ccc2c1 (stereo unspecified)
25	-11%	-4%	-2	-7%	3%	-15%	12%[59 µM]	-3%	-12%	Cc1ccc(-n2nc(C)c3c(C)cc(=O)n(CC(=O)Nc4cccc(C)c4C)c32)cc1
26	3%	?	-3	-9%	16%	?	-50%[59 µM]	0%	?	Cc1ccc(NCc2ccccc2-c2nnc(-c3ccccc3Cl)o2)c(C)c1
27	12%	6%	0	3%	14%	-19%	-1%	nt	-23%	O=C(NC1CCCC1)C(c1ccc(O)cc1)N(CC1CCCO1)C(=O)C1COc2ccccc2O1 (stereo unspecified)
28	-2%	1%	-6	19%	-15%	-14%	19%	1%	4%	Cc1ccc(Nc2nc(C)cc(C)c2C(N)=O)cc1
29	0%	-17%	0	15%	3%	-1%	?	2%	7%	Cc1sc2nc(SCC(=O)Nc3ccccc3F)[nH]c(=O)c2c1C
30	-2%	-11%	0	50%[activator]	19%	-8%	-12%	-6%	3%	COc1ccc(S(=O)(=O)N2CCC(C(=O)NCc3ccncc3)CC2)cc1
31	nt	-2%	-5	30%	-2%	22%	11%[2.33 µM]	-5%	-12%	CCN(CC)S(=O)(=O)c1ccc(-c2nnc(SCc3nnc(-c4ccc(C)cc4)o3)n2CC)cc1
32	17%	nt	3	?	3%	25µM*	nt	5%	?	N#Cc1ccc(OCCN2CCc3ccccc3C2)cc1
33	0%	25%	1	87%[activator]	-2%	-11%	22%[59 µM]	0%	-10%	CSc1ccc(NC(=O)C2CCN(c3ncccn3)CC2)cc1
34	-6%	-4%	0	48%[activator]	0%	-2%	23%	-11%	6%	CCCCCCc1ccc(N2C[C@H](C)[C@@H](CC(=O)NCc3ccccc3)C2=O)cc1
35	5%	-2%	-2	46%[activator]	12%	1%	-1%[59 µM]	3%	-15%	COc1ccc(C2CC(=O)N(CC(=O)Nc3cc(C)ccc3C)c3ccccc3S2)cc1 (stereo unspecified)
36	1%	2%	-2	28%	-18%	4%	4%	-1%	9%	CCOC(=O)N1CCC(NC(=O)C2=CCN(S(=O)(=O)c3ccc(F)cc3)CC2)CC1

# For convenience, part of the list above:
cpd	GLS inhibitor	BAZ2B inh	PI4K2A inh	HP1b chromo inh	RGS4 inhibitor	JMJD2A Tudor	G9a inh	ERG-DNA inh	ALOX12 inh	Structure
27	12%	6%	0	3%	14%	-19%	-1%	nt	-23%	O=C(NC1CCCC1)C(c1ccc(O)cc1)N(CC1CCCO1)C(=O)C1COc2ccccc2O1 (stereo unspecified)
28	-2%	1%	-6	19%	-15%	-14%	19%	1%	4%	Cc1ccc(Nc2nc(C)cc(C)c2C(N)=O)cc1
29	0%	-17%	0	15%	3%	-1%	?	2%	7%	Cc1sc2nc(SCC(=O)Nc3ccccc3F)[nH]c(=O)c2c1C
30	-2%	-11%	0	50%[activator]	19%	-8%	-12%	-6%	3%	COc1ccc(S(=O)(=O)N2CCC(C(=O)NCc3ccncc3)CC2)cc1
31	nt	-2%	-5	30%	-2%	22%	11%[2.33 µM]	-5%	-12%	CCN(CC)S(=O)(=O)c1ccc(-c2nnc(SCc3nnc(-c4ccc(C)cc4)o3)n2CC)cc1
32	17%	nt	3	?	3%	25µM*	nt	5%	?	N#Cc1ccc(OCCN2CCc3ccccc3C2)cc1
33	0%	25%	1	87%[activator]	-2%	-11%	22%[59 µM]	0%	-10%	CSc1ccc(NC(=O)C2CCN(c3ncccn3)CC2)cc1

# New compounds follow:
cpd	GLS inhibitor	BAZ2B inh	PI4K2A inh	HP1b chromo inh	RGS4 inhibitor	JMJD2A Tudor	G9a inh	ERG-DNA inh	ALOX12 inh	Structure
37	-1%	7%	4	36%	-13%	-10%	12%	-5%	0%	CC(=O)NCCCc1nc2ccccc2n1Cc1ccccc1F
38	9%	-15%	6	8%	26%	-10%	45µM*	4%	0%	CCc1cccc(CC)c1NC(=O)CN1CCN(S(=O)(=O)c2ccccc2)CC1
39	3%	1%	3	20%	-17%	-14%	2%[59 µM]	-2%	nt	Cn1c(Cn2c(=O)sc3ccccc32)nnc1SCC(=O)NC1CCCCC1
40	1%	-21%	-3	43%[activator]	-18%	-27%	24%[12.7 µM]	0%	?	Cc1c(O)cc2c(c1O)C(=O)CC(c1ccccc1)O2 (stereo unspecified)
41	-1%	-3%	4	14%	2%	-19%	7%	3%	-14%	CN(C(=O)COC(=O)c1ccc(C(C)(C)C)cc1)C1CCS(=O)(=O)C1 (stereo unspecified)
42	20%	?	0	46%[activator]	-11%	21%	50µM*	6%	-11%	N/C(COc1ccc(C(=O)O)cc1)=N\O
43	-4%	-35%	-1	-1%	-33%	-17%	?	5%	-21%	CC1C(=O)N2CCCc3cc(NC(=O)C(=O)NCc4ccc5c(c4)OCO5)cc1c32 (stereo unspecified)
44	-1%	0%	0	21%	7%	-4%	18%[59 µM]	-8%	7%	COC(C[C@H]1O[C@H]1[C@H](O)[C@H](C)OCc1ccccc1)OC

# Compound activity from PubChem BioAssay.

# Some of the compounds tested. The share of hits here may be higher or lower than overall.
